Source: PubChem (Johns Hopkins Ion Channel Center)
Kir21 inh – inhibitors of mouse Kir2.1 inward-rectifier potassium channel | Inward rectifier potassium channel 2 (Mus musculus), P35561 | HEK293-Kir2.1, FluxOR thallium flux fluorescence; stronger effect = lower value | B-score at 10 µM | hit rate 0.85% among 310,000 | AID 1672, 2009;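 active means fluorescence ratio B-score at or below minus 3 SD of library scores, with starting-brightness B-score within 2 SD, cut at about -4.2 in these data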;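 further: channel flux triggered by added potassium and thallium sulfate stimulus; B-score of peak minus minimum fluorescence over baseline after thallium stimulus; more negative B-score means stronger Kir2.1 block with less thallium influx; some compounds called inactive have numbers as strong as hits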
Target sequence (P35561 whole entry, looked up): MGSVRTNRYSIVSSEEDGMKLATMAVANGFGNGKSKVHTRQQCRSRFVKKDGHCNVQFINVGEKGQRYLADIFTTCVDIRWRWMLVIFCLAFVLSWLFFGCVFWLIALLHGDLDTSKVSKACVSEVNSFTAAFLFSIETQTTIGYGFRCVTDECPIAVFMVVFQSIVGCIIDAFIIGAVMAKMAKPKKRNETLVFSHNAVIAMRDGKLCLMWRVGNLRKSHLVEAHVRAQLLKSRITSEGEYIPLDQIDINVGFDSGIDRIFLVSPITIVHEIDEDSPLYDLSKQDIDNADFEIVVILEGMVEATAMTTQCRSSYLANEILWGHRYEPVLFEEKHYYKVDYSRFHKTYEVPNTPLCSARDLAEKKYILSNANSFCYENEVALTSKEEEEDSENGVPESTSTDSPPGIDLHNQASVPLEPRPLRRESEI
KCNQ2 inh – KCNQ2 potassium channel inhibitors, primary screen, cell-based, CHO-K1, FluxOR thallium flux, B-score (AID 2156). hit rate 1.1% among 310,000. B-score at 10 µM. 20 min; stronger effect = lower value;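 active means fluorescence ratio B-score at most minus 3 library SDs, with starting brightness B-score within 2 library SDs, cut at about -5.5 in these data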
Active calls of the source: *; i = inactive; & = joins results of further samples.

Start of the data: the first five compounds as a preview:
SMILES | Kir21 inh | KCNQ2 inh
CCCCOc1ccc(C(=O)NNC(=O)C2C3C=CC(C3)C2C(=O)O)cc1 (stereo not given) | -0.04 | i
FC(F)(F)c1nc(N2CCN(c3ccccc3)CC2)nc2c1CCCCC2 | 2.7 | i
O=[N+]([O-])c1cc(O)c2ncccc2c1 | 0.03 | i
COc1ccc(CNC(=O)c2csc(Cc3ccc(OC)cc3)n2)cc1 | -11* | i
Cc1cc(C)cc(C(=O)NC(=S)Nc2ccc(Cc3ccncc3)cc2)c1 | -3 | i

All compounds of this part, from the first entry:
SMILES | Kir21 inh | KCNQ2 inh
CCCCOc1ccc(C(=O)NNC(=O)C2C3C=CC(C3)C2C(=O)O)cc1 (stereo not given) | -0.04 | i
FC(F)(F)c1nc(N2CCN(c3ccccc3)CC2)nc2c1CCCCC2 | 2.7 | i
O=[N+]([O-])c1cc(O)c2ncccc2c1 | 0.03 | i
COc1ccc(CNC(=O)c2csc(Cc3ccc(OC)cc3)n2)cc1 | -11* | i
Cc1cc(C)cc(C(=O)NC(=S)Nc2ccc(Cc3ccncc3)cc2)c1 | -3 | i
Cc1cc(C)n2nc(SCc3nc4ccccc4[nH]3)nc2n1 | 0.91 | i
O=C1c2ccccc2C2(c3ccccc3)N1CCN2C(=O)C(Cl)(Cl)Cl (stereo not given) | 0.12 | i
O=C(Cn1cnc2ccccc21)N/N=C/c1cccc([N+](=O)[O-])c1 | 0.25 | i
CN1CCN(c2ccc(NC(=O)CN3CCOCC3)cc2F)CC1 | -0.42 | i
COC(=O)c1[nH]c2cc(OC)ccc2c1NC(=O)CCN1CCSCC1 | -0.63 | i
CCOC(=O)C1NN=C(C(=O)c2ccccc2)C1c1ccc(Cl)cc1 (stereo not given) | 1.1 | i
CC1(C)CC(N2CCC(=O)N(C3CC(C)(C)NC(C)(C)C3)C2)CC(C)(C)N1 | -0.88 | i
O=C(NCc1ccncc1)C(=O)NC1CC1 | 1.9 | i
COc1ccc(NC(=O)COc2ccc(C(=O)OCC(=O)N(C)C3CCS(=O)(=O)C3)cc2OC)cc1 (stereo not given) | -1.3 | i
CCOC(=O)c1sc(=NC(=O)c2ccc(F)cc2)n(C)c1C | 2.6 | i
COc1ccc(NC(=O)CN2C(=O)COc3ccc(S(=O)(=O)N4CCCCC4)cc32)c(OC)c1 | -0.42 | i
CCOc1nc(-c2ccccc2)c2cc(Br)ccc2n1 | 0 | i
Cc1ncsc1C(=O)N1CCCC(C(=O)c2ccc3ccccc3c2)C1 (stereo not given) | -1.1 | i
Nn1c(-c2cccc([N+](=O)[O-])c2)nc2ccccc2c1=O | -1.4 | i
COC(=O)c1ccccc1NC(=O)CSc1nc(O)cc(=O)n1C1CCCC1 | 0.82 | i
O=C(O)CCNC(=O)/C(=C\C=C\c1ccccc1)NC(=O)c1ccccc1 | -0.49 | i
C/C(=N\NC(=O)c1cccc(O)c1)c1ccc(NC(=O)Cc2ccccc2)cc1 | 0.77 | i
Cc1c(O)ccc(C(=O)CN2CCN(Cc3ccc4c(c3)OCO4)CC2)c1O | 0 | i
CCCCn1c(N)c(N(CC(C)C)C(=O)c2cc(S(=O)(=O)N3CCOCC3)ccc2Cl)c(=O)[nH]c1=O | -0.1 | i
Cc1ccc(S(=O)(=O)NCCC(=O)OCC(=O)Nc2cccc(S(=O)(=O)NC3=NCCCCC3)c2)cc1 | -2.4 | i

Carrying on:
SMILES | Kir21 inh | KCNQ2 inh
CC(C)CN(C(=O)CN(C)C(=O)c1ccco1)c1c(N)n(CC(C)C)c(=O)[nH]c1=O | 0.34 | i
CN(C(=O)CSc1nnc2ccccn12)C1CCS(=O)(=O)C1 (stereo not given) | -0.66 | i
CCN1CCN(CCOCCOc2ccccc2-c2ccccc2)CC1 | -1.7 | i
CC(=O)Nc1ccc2nc(CN3CCN(CC=C(C)C)C(CCO)C3)ccc2c1 (stereo not given) | 0.91 | i
COc1nc(NCCc2ccc(OC)c(OC)c2)nc(NC(C)(C)CO)n1 | -0.18 | i
COc1ccc(CNCC(O)COc2cccc3c2OC(C)(C)C3)cc1 (stereo not given) | -5.7 | i
Nn1c(SCC(=O)N2CCc3ccccc3C2)nnc1-c1cccs1 | 1.1 | i
O=C(CCNS(=O)(=O)c1ccc(Br)cc1)N1CCN(c2ccccc2O)CC1 | 0.36 | i
COc1ccc(C(=O)n2nc(-c3ccc(OC)cc3)nc2N)cc1 | -1.5 | i
CCC(=O)Nc1nc(C)c(C(=O)N2CCCCC2)s1 | 1.2 | i
CC(C)=CCC(C)(C)CNC(=O)NC1CCCCC1 | 0.01 | i
CC(C)CNC(=O)CC(c1ccccc1)c1c(O)ccc2ccccc12 (stereo not given) | 2.2 | i
COCCOC1CCN(C(=O)c2cc(COc3ccc(-n4cncn4)cc3)on2)CC1 | -0.6 | i
COC(=O)c1cc(C(C)=O)c(C)[nH]c1=O | 0.02 | i
C=CCn1c(=O)c2ccc(C(=O)NCc3ccccc3)cc2n(Cc2ccc(Cl)cc2)c1=O | 0.03 | i
COc1cccc(C(=O)NCC(=O)N2CCC3(CC2)NCCc2[nH]cnc23)c1 | -0.11 | i
CS(=O)(=O)c1nncn1-c1ccccc1 | 0.72 | i
CCCc1nc(N)c(C#N)c(N)c1C#N | -0.56 | i
CC(=O)Nc1ccc2nc(NC(=O)c3cccs3)sc2c1 | -0.01 | i
Cc1ccc(C)c(OCC(=O)Nc2nonc2NC(=O)COc2cc(C)ccc2C)c1 | 2.4 | i
COCCNC(=O)CNC(=S)N(CCCN1CCOCC1)Cc1cccs1 | 0.17 | i
COc1ccc(OC)c(CNC(=O)C2CCCN(c3ncnc4c3nc3n4CCCCC3)C2)c1 (stereo not given) | -1.8 | i
O=C(O)c1ccc(-c2cccc(Cl)c2)o1 | 1.9 | i
Cc1ccc(N2CN=c3s/c(=C\c4ccccn4)c(=O)n3C2)cc1 | 0.43 | i
Cc1n[nH]c(C)c1S(=O)(=O)N1CCc2ccccc2C1 | -0.42 | i

The results go on:
SMILES | Kir21 inh | KCNQ2 inh
CCc1cc(C(N)=S)ccn1 | 1.5 | i
O=C(O)c1ccc(NS(=O)(=O)c2ccc3c(c2)OCCCO3)cc1 | -1.1 | i
CCn1c(/C=C/c2c(C)[nH]c3ccccc23)nc2ccccc2c1=O | 0.1 | i
Cc1ccc(C)c(N2CCN(C(=O)c3ccc(N4CCOCC4)c([N+](=O)[O-])c3)CC2)c1 | -0.83 | i
O=C(C[n+]1cc(-c2ccc(Cl)c(Cl)c2)n2c1CCC2)OCc1ccccc1 | 1.1 | i
c1cnc2ccc(C(c3nnnn3C3CCCCC3)N3CCN4CCCC4C3)cc2c1 (stereo not given) | -0.71 | i
CCN(c1ccccc1)S(=O)(=O)c1ccc(C(=O)Nc2nccs2)cc1 | 2.1 | i
CC(=O)Nc1ccc(S(=O)(=O)N2CCN(S(=O)(=O)c3ccc(F)c(F)c3F)CC2)cc1 | -0.69 | i
O=C(CN1CCOCC1)Nc1ccccc1Cl | -0.25 | i
COc1ccc(Nc2nc(C(=O)N3CCc4cc(OC)c(OC)cc4C3)cs2)cc1 | 0.87 | i
COc1cc(C(=O)OCC(=O)N(C)C)cc(NC(=O)c2ccco2)c1OC | 1.2 | i
O=C(CCCCCN1C(=O)c2ccccc2C1=O)Nc1ccc(F)cc1 | -0.66 | i
O=C(NCCc1ccccc1)C1CCCN(c2nc3ccccc3s2)C1 (stereo not given) | 1.8 | i
Cc1ccc(NS(=O)(=O)c2ccc(C(=O)NCCCN3CCCC3=O)cc2)cc1C | 1.8 | i
O=C(NC(Nc1cc(C(F)(F)F)ccc1Cl)C(=O)c1ccccc1)c1ccccc1 (stereo not given) | -0.21 | i
Cc1nc2ccccc2c2c1C(=O)N(Cc1cccnc1)C2=O | -3.2 | i
Cc1c(C)c(C)c(S(=O)(=O)NCCc2ccccn2)c(C)c1C | -3.4 | i
CCc1cc(=O)oc2c(CNCc3ccccc3F)c(O)c(Cl)cc12 | 0.84 | i
CC1(C)CC2(CCO1)OC(=O)CC2C(=O)Nc1ccc(Cl)cc1[N+](=O)[O-] (stereo not given) | -0.45 | i
CC(=O)N1CCN(C(=S)c2ccc(-c3ccc(Cl)cc3)o2)CC1 | 1.2 | i
Cc1ccc(-n2c([S-])c(C(=O)NC(C)c3ccccc3)[n+]3ccccc23)cc1 (stereo not given) | 1.2 | i
O=C(c1cnc2n(c1=O)CCS2)N1CCCc2ccccc21 | 0.99 | i
CCC(C)NC(=O)Nc1ccc(C)cc1C (stereo not given) | 1.7 | i
Cc1ccccc1OC(C)C(=O)NCCCN1CCOCC1 (stereo not given) | 0.9 | i
O=C(NCCSc1c(-c2ccccc2)[nH]c2ccccc12)c1cc2ccccc2oc1=O | -1.8 | i

Of the compounds above, these contain a nitro group on carbon.
SMILES | Kir21 inh | KCNQ2 inh
O=[N+]([O-])c1cc(O)c2ncccc2c1 | 0.03 | i
O=C(Cn1cnc2ccccc21)N/N=C/c1cccc([N+](=O)[O-])c1 | 0.25 | i
Nn1c(-c2cccc([N+](=O)[O-])c2)nc2ccccc2c1=O | -1.4 | i
Cc1ccc(C)c(N2CCN(C(=O)c3ccc(N4CCOCC4)c([N+](=O)[O-])c3)CC2)c1 | -0.83 | i
CC1(C)CC2(CCO1)OC(=O)CC2C(=O)Nc1ccc(Cl)cc1[N+](=O)[O-] (stereo not given) | -0.45 | i

The listing continues:
SMILES | Kir21 inh | KCNQ2 inh
COC(=O)c1c(C)[nH]c(C(=O)OCC(=O)NC(C)(C)C)c1C | 0.88 | i
COc1cccc(-n2c(SCC(N)=O)nnc2-c2c[nH]c3ccccc23)c1 | -0.09 | i
O=c1/c(=C\c2ccc3c(c2)OCO3)sc2n1CCCN=2 | -1.9 | i
Cc1cc(C)c(NC(=O)C2CC(=O)N(C(C)C)C2)c(C)c1 (stereo not given) | 0.06 | i
C/C(=N\Nc1nc(C)c(C)s1)c1ccc([N+](=O)[O-])cc1 | 2.2 | i
COCCn1c(=NC(C)=O)sc2cc([N+](=O)[O-])ccc21 | 0.83 | i
CC(=O)Nc1ccc(NC(=O)COC(=O)CCc2nc3ccccc3s2)cc1 | 0.37 | i
Cc1c(CC(=O)N2C[C@H]3C[C@@H](C2)c2cccc(=O)n2C3)c(=O)oc2cc3occ(C(C)(C)C)c3cc12 | -0.17 | i
CC(=O)Nc1ccc(NC(=O)CS(=O)(=O)c2cn(CC(=O)N3CCC(C)CC3)c3ccccc23)cc1 | 2.5 | i
CC(=O)Nc1c(I)c(NC(C)=O)c(I)c(C(=O)O)c1I | -0.26&0.21 | i
C=CCn1c(SCC(=O)c2c(N)n(CCC)c(=O)n(C)c2=O)nnc1-c1ccncc1 | 0.25 | i
CC1(C)Cc2ccccc2C(N/N=C/c2ccc([N+](=O)[O-])cc2)=N1 | 0.7 | i
Cc1nc(Nc2cccc(C(C)O)c2)c2nnn(Cc3ccc(F)cc3)c2n1 (stereo not given) | 2.3 | i
Cc1ccccc1NCC(=O)N/N=C\c1ccc([N+](=O)[O-])s1 | -0.24 | i
Cc1ncn2cc(-c3ccc(Cl)cc3Cl)[nH]c(=O)c12 | -0.85 | i
COCCNC(=O)CSc1nc2cc3c(cc2c(=O)n1CCCC(=O)NCc1ccc(OC)cc1)OCO3 | 0.72 | i
C#CC(C)(CC)NC(=O)c1cc2nc(C3CC3)cc(C(F)(F)F)n2n1 (stereo not given) | -0.72 | i
Cc1ccc(Cl)cc1-c1ccc(C=Nc2ccc(N3CCOCC3)cc2)o1 | 1.2 | i
CCOC(=O)N1CCC(NC(=O)CSCc2nc(-c3sccc3C)oc2C)CC1 | -0.7 | i
CNC(=S)N(Cc1ccc(OC)cc1)C1CC(=O)N(c2ccc(Cl)cc2)C1=O (stereo not given) | -1 | i
COc1ccc(CC(=O)NC(c2ccccc2)c2ccc(C)cc2)c(OC)c1 (stereo not given) | -1.2 | i
COc1ccc(/C=C2\SC(=S)N(CCC(=O)NCCCn3ccnc3)C2=O)cc1 | 0.48 | i
O=C(NNC1=NCCCCC1)c1cccc([N+](=O)[O-])c1 | 0.49 | i
COc1cccc(NC(=O)c2ccc3nc(C)sc3c2)c1 | 2.2 | i
CC(C)CNC(=O)c1ccccc1NC(=O)c1ccccc1N(C)S(=O)(=O)c1ccccc1 | -2 | i

The list continues.
SMILES | Kir21 inh | KCNQ2 inh
CCN(CC)c1ccc2cc(C=O)c(=O)oc2c1 | -20 | i
Cc1cccc(C(=O)NCC(=O)OCC(=O)NC2CCCCCCC2)c1 | -1.4 | i
COC(=O)c1ccc(C(=O)O)nc1 | -2.9 | i
O=C(CCNC(=O)c1ccccc1)Nc1cccnc1 | 1.4 | i
O=C(COC(=O)c1cccs1)c1ccccc1 | 0.55 | i
CN(C)S(=O)(=O)c1ccc(N2CCCC2)c(C(=O)NCc2ccccc2)c1 | 1.1 | i
COc1ccc(C(C)=O)cc1CC(=O)Nc1ccc2c(c1)CCC2 | -0.94 | i
CCOC(=O)C1(Cc2cccc(F)c2)CCN(Cc2ccc(COC)o2)CC1 | -0.66 | i
Cc1ccc(C)c(NCc2ccccc2CO)c1 | 0.02 | i
CC1CCN(c2ccc(C(=O)NCCc3ccccc3)cn2)CC1 | -0.29 | i
CCOc1cc(/C=C2/N=C(c3ccc(C(C)(C)C)cc3)OC2=O)cc(Cl)c1OS(C)(=O)=O | 2.1 | i
CC(C)(C)c1nnc2sc(SCC(=O)c3ccccc3)nn2c1=O | -0.23 | i
COc1ccc(NC(=S)N2CCN(C(=O)c3ccco3)CC2)cc1 | 0.4 | i
COc1cc(Cl)c(S(=O)(=O)N2CCCC2)cc1Cl | -0.38 | i
O=C1N(S(=O)(=O)c2ccccc2F)C(=O)C2(CCCC2)N1S(=O)(=O)c1ccccc1F | -0.29 | i
CCc1nccn1S(=O)(=O)c1cccc([N+](=O)[O-])c1 | 0.6 | i
CCCn1c(O)c2ccc(C(=O)N=NC(=O)c3cccnc3)cc2c1O | -1.9 | i
Cc1nc(C(=O)NCCC(C)C)sc1C1(C)CC(c2ccccc2)=NO1 (stereo not given) | 2.1 | i
